PKA-R1A act = activators of PKA-R1A holoenzyme, primary screen, biochemical, fluorescence polarization, Cy5-IP20, bovine R1A, mouse PKAc; cAMP-dependent protein kinase type I-alpha regulatory subunit (Bos taurus) + …; 340,000 compounds, 0.083% hits; PKA-R1A dissociation; scaled: DMSO 0%, 113 µM cGMP 100%; activation, % at 11.4 µM;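 active = percent activation above the mean of all tested compounds plus 3 SD, cut at about 19% in these data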;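 also: higher means more PKAc released from R1A so a rise in polarization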
HTR5A inv ctr = HTR5A inverse agonists in luminescence cell assay, primary screen, counter-screen for OPRM1-OPRD1 heterodimer inverse agonist project, full-deck HTS | inhibition, % at 9.3 µM | 340,000 compounds, 0.083% hits | 5-hydroxytryptamine receptor 5A (Homo sapiens), P47898 | HTR5A cell line, inverse agonism; in the data active = inhibition mostly above about 23%, no sharp cut-off; inactive = mostly below about 18%;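 also: 0% = cells with DMSO and 100% = no-cell wells with DMSO; some compounds called inactive have numbers as strong as hits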
Target sequence (P47898 whole entry, looked up): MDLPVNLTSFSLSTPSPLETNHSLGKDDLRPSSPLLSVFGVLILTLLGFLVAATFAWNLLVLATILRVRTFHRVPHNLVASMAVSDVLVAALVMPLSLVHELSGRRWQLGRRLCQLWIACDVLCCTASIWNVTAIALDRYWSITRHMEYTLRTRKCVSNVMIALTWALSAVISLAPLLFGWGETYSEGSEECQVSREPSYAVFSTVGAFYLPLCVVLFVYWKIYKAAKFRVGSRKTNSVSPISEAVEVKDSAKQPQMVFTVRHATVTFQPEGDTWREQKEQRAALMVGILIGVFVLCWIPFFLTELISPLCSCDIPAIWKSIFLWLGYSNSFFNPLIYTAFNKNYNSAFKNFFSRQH
phage Ecoli inh = growth loss of phage-infected E. coli, primary screen, RecBCD inhibitor project, absorbance, with phage, HTS | inhibition, % at 11.9 µM | 360,000 compounds, 0.26% hits; in the data active = inhibition above about 11%
Pemphigus Ab inh = inhibitors of pemphigus antibody binding to DSG3, primary screen, biochemical, bead-based, flow cytometry, scFv-GFP; Desmoglein-3 (Homo sapiens), P32926; DSG3-coupled beads, scFv-anti-DSG3-GFP binding; active compounds read low; binding (percent of control), % at 10 µM; 310,000 compounds, 0.48% hits; AID 588358, 2011;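 active = binding more than 3 SD below its plate's average and above zero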;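 also: hits lower antibody fragment binding to DSG3; some compounds called inactive have numbers as strong as hits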
AddAB inh = growth inhibition of E. coli expressing H. pylori AddAB, primary screen, AddAB inhibitor project, absorbance | inhibition, % at 11.9 µM | 330,000 compounds, 0.29% hits | AID 435030, 2010; in the data active = inhibition above about 12%;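 also: 0% = vehicle wells of infected cells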
Mot1-301 SUMO = yeast Mot1-301 growth rescue at high temperature, primary screen, SUMOylation pathway inhibitor project, S. cerevisiae, ATP luminescence, 38.5C; S. cerevisiae Mot1-301 growth rescue; percent above DMSO median, 100 means doubled; growth rescue, % at 18.8 µM; 320,000 compounds, 1% hits;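 active = every valid replicate shows activation above 250% relative to neutral control wells; inactive = the rest, any valid replicate at or below 250%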;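 also: OY570 slx delta 5 strain wells were the positive control but not used for scaling; some compounds called inactive have numbers as strong as hits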
OPRM1-OPRD1 inv = inverse agonists of MOR-DOR heterodimerization, primary screen, cell-based, luminescence. inhibition, % at 9.3 µM. cell-based MOR-DOR heterodimer luminescence, inverse agonism. Mu-type opioid receptor (Homo sapiens) + Delta-type opioid receptor (Homo sapiens), …. 340,000 compounds, 0.21% hits; in the data active = inhibition above about 22%, passing the limit was not always enough;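 also: 0% = cells with DMSO and 100% = wells without cells with DMSO; values of inactives mirror those of a sister screen read the other way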
PfHsp90 yeast 2 = growth inhibition of PfHsp90-expressing yeast, primary screen, antimalarial PfHsp90 inhibitor project, S. cerevisiae, BacTiter-Glo luminescence, single point, set 2; inhibition, % at 9.4 µM; BacTiter-Glo ATP, 48 h; yeast lacking PDR1 and PDR3 efflux regulators; 310,000 compounds, 0.32% hits;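 active = every replicate shows inhibition above about 80%, whatever the replicate mean, limit read from the data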;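 also: 0% = DMSO neutral controls and 100% = 20 µM radicicol positive controls; yeast relying on Plasmodium falciparum Hsp90 in place of its own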
HTR5A ag ctr = HTR5A agonists in luminescence cell assay, primary screen, counter-screen for OPRM1-OPRD1 heterodimer agonist project, full-deck HTS. 5-hydroxytryptamine receptor 5A (Homo sapiens), P47898. cell-based. activation, % at 9.3 µM. 340,000 compounds, 0.61% hits; in the data active = activation mostly above about 9.5%, no sharp cut-off; inactive = mostly below about 7.6%;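 also: 0% = cells with vehicle only and 100% = reference agonist; strong numbers were not always called active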
OPRM1-OPRD1 ag = agonists of OPRM1-OPRD1 heterodimerization, primary screen, cell-based, luminescence | cells | activation, % at 9.3 µM | 340,000 compounds, 0.3% hits; in the data active = activation above about 18%;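 also: 0% = vehicle-treated cells and 100% = reference agonist; values of inactives mirror those of a sister screen read the other way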
E coli growth = E. coli V3065 growth inhibition, primary screen, counter-screen for AddAB inhibitor project, absorbance, OD600; inhibition, % at 11.9 µM; 330,000 compounds, 0.27% hits; AID 449728, 2010; 18 h;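 active = inhibition above the campaign's mean inhibition across all tested compounds plus 3 SD, cut at about 9.9% in these data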;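 also: uninfected addAB+ strain grown without phage in ampicillin broth; 0% = DMSO wells and 100% = ciprofloxacin 0.95 µg/ml wells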
* hit, by the source's call; . = no result given.

SMILES	PKA-R1A act	HTR5A inv ctr	phage Ecoli inh	Pemphigus Ab inh	AddAB inh	Mot1-301 SUMO	OPRM1-OPRD1 inv	PfHsp90 yeast 2	HTR5A ag ctr	OPRM1-OPRD1 ag	E coli growth
Cc1cccc(NS(=O)(=O)c2ccc(Br)s2)n1	-9.1	23.1	1.1	98.4	0.5	7.3	1.7	-25.9	-0.1	-0.3	-1.0
Cc1nnc2ccc(-c3ccc(NS(=O)(=O)c4ccccc4F)cc3)nn12	-7.5	-28.3	3.5	104.8	1.7	217.9	-16.7	12.8	10.8	2.5	1.1
O=C(COC(=O)Cn1[nH]c(=O)c2ccccc2c1=O)Nc1ccc2c(c1)OCO2	-8.3	4.0	1.3	102.1	-3.8	-5.1	15.5	-33.4	-2.7	-2.9	-3.3
COCCNCCOc1ccc(C)cc1[N+](=O)[O-]	2.1	0.4	3.6	112.0	2.6	15.4	18.9	-6.7	3.3	-4.0	3.4
CCOC(=O)C1(CCOc2ccccc2)CCN(Cc2ccc(C)o2)CC1	-1.7	17.3	1.7	97.5	0.8	-12.2	12.4	-56.6	-6.2	-2.2	1.9
O=C(NC(=S)Nc1ccccc1C(=O)O)c1ccc(-c2ccc(Br)cc2)o1	0.8	-2.1	-1.6	97.5	0.7	-3.2	2.1	-2.1	0.6	-0.4	-0.2
Fc1ccc2nncc(SCc3ccccc3Cl)c2c1	5.8	-0.2	2.2	108.8	.	.	-22.3	-2.0	0.1	4.3	.
CC(C)(CNC(=O)c1cccc(NS(=O)(=O)c2ccc(Br)cc2)c1)N1CCOCC1	15.7	3.2	1.7	.	0.9	17.1	9.0	-42.3	8.7	-1.7	1.3
O=[N+]([O-])c1ccc(Oc2ccc(-c3nnco3)cc2)c(Cl)c1	-3.0	-7.3	3.0	90.9	-0.1	-6.2	2.9	6.7	2.6	-0.5	0.3
O=C(NCCS(=O)(=O)NCC1CCCO1)c1ccccc1 (stereo not given)	-14.6	3.1	1.9	102.2	-0.4	-8.9	9.2	-9.3	2.9	-1.9	-0.1
Cc1csc(NC(=O)C2CC(=O)N(Cc3ccco3)C2)n1 (stereo not given)	-5.4	-10.2	-1.1	108.7	5.3	9.5	5.6	-4.7	3.7	-1.1	-1.9
COc1ccc(C)c2sc(N(CCN(C)C)C(=O)c3cccc(N4C(=O)CCC4=O)c3)nc12	1.8	8.3	3.7	102.7	0.9	.	9.1	-13.0	-3.2	-1.4	0.7
Cc1ccc(N2C(=O)CS/C2=C(\C(Cl)=C(Cl)Cl)[N+](=O)[O-])cc1	1.5	-0.1	2.5	128.9	-2.4	-4.1	9.6	3.8	-2.8	-1.6	-2.2
COc1ccc(/C=N/N2CCN(Cc3ccccc3)CC2)cc1	1.9	-2.2	2.2	120.2	.	0.3	11.2	20.0	0.6	-2.3	.
Cc1cc(C(=O)CS(=O)(=O)c2ccc(F)cc2)cc(C)c1O	6.0	11.4	-1.4	102.9	1.9	-5.2	8.6	-20.1	-3.0	-1.9	-2.2
COc1ccc(/C=C2\Oc3cc(OCC(=O)N4CCC[C@H]4C(=O)O)ccc3C2=O)c(OC)c1OC	-11.4	2.6	2.8	97.7	2.5	11.0	13.4	2.8	9.0	-2.6	2.4
Oc1c(C(c2ccc(Cl)cc2)N2CCCC2)cc(Cl)c2cccnc12 (stereo not given)	4.2	29.1	19.5*	98.3	17.4*	-15.8	-45.4	127.7*	-0.2	8.7	23.5*
Cc1ccc(CNC(=O)C2CCC(=O)N2Cc2ccccc2Cl)cc1 (stereo not given)	-3.8	1.4	0.2	100.4	2.0	10.3	7.3	-11.0	-0.4	-1.6	0.2
NC(=O)C1CCN(C(=O)c2cc3c(s2)CCCCC3)CC1	-0.2	1.4	-0.9	103.3	-0.7	3.7	12.7	.	12.0	-3.2	-0.3
O=C1CN(C(=O)c2cc3ccccc3oc2=O)C(c2ccc(F)cc2)c2cc(Br)ccc2N1 (stereo not given)	-4.1	-0.3	2.7	95.5	0.5	-1.3	-22.3	-42.8	0.1	3.8	-1.0

Looked up above.
OPRM1-OPRD1 inv, Cc1cc(C(=O)CS(=O)(=O)c2ccc(F)cc2)cc(C)c1O is entered as 8.6
OPRM1-OPRD1 ag, Cc1csc(NC(=O)C2CC(=O)N(Cc3ccco3)C2)n1 (stereo not given) is entered as -1.1

The list goes on.
SMILES	PKA-R1A act	HTR5A inv ctr	phage Ecoli inh	Pemphigus Ab inh	AddAB inh	Mot1-301 SUMO	OPRM1-OPRD1 inv	PfHsp90 yeast 2	HTR5A ag ctr	OPRM1-OPRD1 ag	E coli growth
CCOC(=O)c1cnn(-c2ccccc2)c1-n1cccc1C(=O)C(=O)N(CC)CC	-1.5	12.8	2.7	97.3	-2.6	-2.0	8.2	-6.5	3.3	-1.5	-0.2
CC(=O)OC(C(=O)NC1CCCCC1)c1ccccc1F (stereo not given)	-2.9	-18.8	1.8	100.9	-1.6	-18.0	8.9	9.6	-0.4	-1.8	0.0
CCOC(=O)C1C(=O)Nc2nc3ccccc3n2C1C(C)C (stereo not given)	-1.0	-9.0	2.3	96.6	-2.7	8.1	0.4	-11.9	3.0	-0.1	-0.2
O=C(CCc1nnc2n(Cc3ccc(Cl)cc3)c(=O)c3ccccc3n12)N1CCN(c2ccccn2)CC1	3.1	17.6	.	97.0	2.4	7.5	-1.4	-36.9	0.9	0.3	4.3
COC(=O)c1ccccc1S(=O)(=O)N1CCC(C(=O)N(C)CCOc2ccccc2)CC1	5.1	3.6	1.8	101.0	1.0	0.7	8.2	9.1	-3.9	-1.3	0.9
CC(C)(C)c1ccc(-c2cnco2)cc1	-2.5	7.0	0.6	.	2.9	-6.1	0.8	-8.3	-2.5	-0.2	-0.2
O=C(Nc1ccc(Br)cc1)c1ccccc1Br	-14.5	1.8	-0.3	102.0	-0.2	53.9	3.8	-2.9	-0.5	-0.8	0.1
CCN1CCN(S(=O)(=O)c2c(C)[nH]c(C)c2C(=O)N2CCCCC2)CC1	5.0	11.7	-2.3	.	1.1	-9.8	5.0	11.9	-5.7	-1.0	-0.2
O=C(/C=C/c1ccc2ccccc2n1)N1CCN(c2ccccc2)CC1	-10.7	-6.1	4.4	103.4	1.9	73.0	11.2	4.2	2.2	-2.0	6.3
Cc1ccc2[nH]c(=O)c(CN(CCCN(C)C)C(=O)Nc3ccc(Cl)cc3)cc2c1	2.3	-8.6	3.0	106.8	1.1	-5.1	4.8	-12.5	1.5	-0.9	-1.9
CCCCC(=O)Nc1ccc(Br)cn1	-3.3	-16.8	3.1	92.8	1.2	1.8	13.6	17.7	-0.5	-2.3	1.9
Nn1c(SCC(=O)NNC(=O)c2ccccc2)nnc1-c1ccccc1F	3.0	-11.6	0.4	101.9	1.0	-17.0	2.0	.	4.4	-0.3	-0.1
COc1cccc(CN2C(=O)c3cccc(N)c3C2=O)c1	-16.1	-16.1	2.3	91.8	2.0	81.1	-6.7	2.1	2.0	1.1	1.8
O=C(CSc1nnc2scc(-c3ccccc3)n12)Nc1ccc2c(c1)OCCO2	11.6	-30.9	4.8	99.4	1.3	-13.9	-24.1	-2.8	9.4	4.5	1.0
Cc1nnc2n(Cc3ccccc3)c(=O)c3c4c(sc3n12)COC(C)(C)C4	0.7	-0.3	2.6	111.1	3.5	-0.2	3.0	-23.5	2.7	-0.7	-0.5
Clc1ccccc1OCCn1cnc2ccccc21	-10.4	-19.3	2.8	105.3	-1.2	.	1.3	.	0.6	-0.2	2.2
CCOC(=O)CSc1nc2cc3c(cc2cc1C#N)OCO3	-7.6	5.7	3.3	75.7	2.3	-4.7	5.1	-5.0	-2.3	-0.9	-2.5
CCOC(=O)c1ccc(NC(=O)CSc2nnc(COc3ccccc3)n2C)cc1	3.8	-10.8	1.8	.	2.0	5.4	6.4	-14.2	2.0	-1.5	1.0
O=C(COC(=O)c1ccc([N+](=O)[O-])o1)NC1CCCC1	-1.9	6.1	2.1	92.6	3.4	-12.4	-3.2	.	-1.7	0.6	3.2
COc1ccc(NC2CCCN(C(=O)CCc3scnc3C)C2)cc1 (stereo not given)	-1.4	9.1	-0.7	.	-0.3	439.3*	10.5	10.1	3.2	-1.9	0.2
CCCCc1cc(=O)oc2cc(OCC(=O)Nc3cccnc3)c(Cl)cc12	-6.0	-7.2	3.5	.	-0.8	-0.3	-8.0	-14.4	-2.9	1.6	-1.3
CCOCCCNC(=S)NCCNc1nc2ccc(C)cc2cc1C#N	-2.1	16.5	1.0	84.5	-1.2	-25.7	9.4	45.3	-0.2	-1.9	-1.6
O=S(=O)(Nc1ccc(-c2ccc3nncn3n2)cc1)c1ccc(Cl)s1	-2.7	-5.0	1.2	101.5	0.5	-12.6	-7.0	-1.6	10.1*	1.1	1.9
COc1ccc(C2C3=C(CCCC3=O)Nc3c(-c4ccccc4)c(C)nn32)cc1 (stereo not given)	3.6	13.2	.	111.1	2.3	13.5	2.7	-20.2	-8.4	-0.5	0.6
COc1cc2c(cc1OC)N1C(=O)CC(OCC(=O)O)C3C4CC5(CCN5C(=O)C4=O)C2C31 (stereo not given)	.	.	3.5	103.8	-0.4	-17.3	.	12.0	.	.	-2.0
CC(=O)c1cccc(NC(=O)CCC(=O)c2ccc(F)cc2)c1	-6.8	-0.4	0.2	108.8	.	.	15.8	5.5	0.1	-3.5	.
Nc1nc(-c2ccccc2)cc(C(F)(F)F)n1	-3.6	27.2	2.2	96.9	1.2	15.8	9.7	-18.3	6.1	-1.8	-0.6
COc1ccc(S(=O)(=O)N(C)c2ccc(C(=O)N3CCCC3)cc2)cc1OC	-2.1	2.3	0.5	114.2	-1.5	-9.6	-4.2	18.1	1.6	0.5	-0.4
Cc1ccc(CN(C)C(=O)CCNS(=O)(=O)c2ccccc2)o1	0.5	2.6	4.2	96.2	1.3	-1.5	5.2	-2.4	-1.1	-1.3	0.0
COC(=O)c1ccc(C(=O)OC)c(NC(=O)C(C)C)c1	-6.5	-9.6	4.3	97.6	0.6	-18.8	5.5	-10.9	0.3	-1.1	-1.9
Cc1ccccc1C(=O)NC[C@@H]1CCCN2CCCC[C@H]12	-1.1	5.4	1.6	107.0	1.4	11.4	10.8	-1.9	-1.5	-2.3	-1.7

Compounds were not picked by outcome; 3.2% or so of the library scored in one or more.
